Bioassay records from PubChem BioAssay.
T cruzi HTS – intracellular Trypanosoma cruzi inhibition; intracellular Trypanosoma cruzi in host cells, plate reader; activity score (inhibition), % at 5.01 µM; actives 4.9% (n = 22,000); AID 651903; in the data active means activity score above about 55%; inconclusive means no clear call, values can overlap the other calls;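 further: parasites and compound incubated about four days before reading; 0% = median of neutral control wells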
INS-1E rescue – INS-1E beta cell protection from cytokine death; INS-1E cytokine-induced death, ATP luminescence, 48 h; normalised: neutral wells 0, positive control 100; protection from cytokine-induced ATP loss, % at 10 µM; actives 0.1% (n = 20,000); AID 488910;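 active means mean replicate protection from cytokine-induced ATP loss at least 50% and at least 75% of replicates each reaching 50%; inconclusive means meets only one of the two criteria, mean or replicate share; inactive means fails both the mean and replicate share criteria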
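Assay system: INS-1E rat insulinoma cells. Amount: 8000 cells per well. Medium: phenol-red-free RPMI with 5% fetal bovine serum. Reagent: IL-1β, TNF-α and IFN-γ cytokine mix. Doses: one compound concentration, pin transfer. Schedule: 48 h co-treatment, 10 min post-lysis read. Detection: CellTiter-Glo luminescence measuring cellular ATP.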
Numbers without * were called inactive; ? = inconclusive; · = no result given. This is a subset; the hit share may differ from the screen's.

SMILES	T cruzi HTS	INS-1E rescue
C[C@@H]1CN([C@H](C)CO)C(=O)c2cccc(NC(=O)c3ccc(-c4nccs4)cc3)c2O[C@@H]1CN(C)CC1CCCCC1	33.7	-20.1
COc1ccc(CN(C)C[C@H]2Oc3c(NC(=O)C4CCOCC4)cccc3C(=O)N([C@H](C)CO)C[C@@H]2C)cc1	-1.7	4.9
C[C@H]1CN([C@@H](C)CO)C(=O)c2cccc(NS(=O)(=O)c3cn(C)cn3)c2O[C@H]1CN(C)C(=O)Nc1ccccc1	-7.0	5.8
C[C@@H]1CN([C@@H](C)CO)C(=O)Cc2cc(NC(=O)C3CC3)ccc2O[C@@H]1CN(C)Cc1ccc(Oc2ccccc2)cc1	-4.6	-14.5
COc1cccc(NC(=O)N(C)C[C@H]2OCc3cnnn3CCCC(=O)N([C@@H](C)CO)C[C@@H]2C)c1	-10.7	2.7
C[C@@H]1CN([C@@H](C)CO)C(=O)c2cc(N(C)C)ccc2O[C@H]1CN(C)S(=O)(=O)c1ccc(Cl)cc1	5.6	1.5
C[C@@H]1CN([C@H](C)CO)C(=O)Cc2cc(NS(=O)(=O)c3ccccc3)ccc2O[C@H]1CN(C)CC1CC1	-27.9	2.9
Cc1noc(C)c1S(=O)(=O)Nc1ccc2c(c1)C(=O)N([C@@H](C)CO)C[C@@H](C)[C@H](CN(C)S(C)(=O)=O)O2	-15.9	6.2
C[C@@H]1CN([C@@H](C)CO)C(=O)CCCn2cc(nn2)CO[C@@H]1CN(C)C(=O)Nc1cccc2ccccc12	-14.9	·
C[C@@H]1CN([C@H](C)CO)C(=O)c2cc(NC(=O)Nc3cccc4ccccc34)ccc2O[C@@H]1CN(C)S(=O)(=O)c1cccs1	16.8	4.5
C[C@@H]1CN([C@H](C)CO)C(=O)c2cc(N(C)C)ccc2O[C@@H]1CN(C)Cc1ccc(C(=O)O)cc1	-14.6	-1.4
C[C@H](CO)N1C[C@H](C)[C@H](CN(C)S(=O)(=O)c2cn(C)cn2)Oc2ccc(NC(=O)Nc3cccc4ccccc34)cc2CC1=O	-9.0	16.7
C[C@H]1CN([C@@H](C)CO)C(=O)CCCn2cc(nn2)CO[C@@H]1CN(C)Cc1ccccc1C(=O)O	-8.1	·
COC(=O)CCCCCCC(=O)N/N=C/C=C/c1ccc(O)c(OC)c1	-3.1	10.8
Cc1noc(C)c1S(=O)(=O)N(C)C[C@@H]1Oc2ccc(NS(=O)(=O)c3ccccc3)cc2CC(=O)N([C@@H](C)CO)C[C@@H]1C	5.9	3.6
Cc1ccc(S(=O)(=O)N(C)C[C@H]2Oc3ccc(NC(=O)NC(C)C)cc3C(=O)N([C@@H](C)CO)C[C@@H]2C)cc1	-14.6	-0.6
C[C@H]1CN([C@@H](C)CO)C(=O)Cc2cc(NS(C)(=O)=O)ccc2O[C@H]1CN(C)Cc1ccc(C(=O)Nc2ccccc2N)cc1	10.4	-7.4
Cc1ccc(S(=O)(=O)N(C)C[C@@H]2Oc3c(NS(=O)(=O)c4cccs4)cccc3C(=O)N([C@H](C)CO)C[C@H]2C)cc1	12.9	9.3
C[C@@H]1CCCCO[C@@H](CN(C)CC2CC2)[C@@H](C)CN([C@H](C)CO)C(=O)c2cc(NS(=O)(=O)c3ccccc3)ccc2O1	0.3	1.4
C[C@H]1CN([C@@H](C)CO)C(=O)c2cccc(NS(=O)(=O)c3ccc(F)cc3)c2O[C@@H]1CN(C)C(=O)Nc1ccc(C(F)(F)F)cc1	25.8	5.0
C[C@H](CO)N1C[C@H](C)[C@H](CN(C)C(=O)Nc2cccc3ccccc23)Oc2ccc(NC(=O)Nc3ccc(F)cc3)cc2CC1=O	-5.8	2.5
C[C@H]1CN([C@@H](C)CO)C(=O)Cc2cc(NC(=O)CCC(F)(F)F)ccc2O[C@@H]1CN(C)Cc1ccc(Cl)c(Cl)c1	52.7	-13.2
Cc1noc(C)c1S(=O)(=O)N(C)C[C@@H]1Oc2c(NC(=O)C3CCOCC3)cccc2C(=O)N([C@H](C)CO)C[C@@H]1C	-12.0	7.0
C[C@@H]1CN([C@H](C)CO)C(=O)Cc2cc(NC(=O)NC3CCCCC3)ccc2O[C@H]1CN(C)C(=O)Nc1ccc2c(c1)OCO2	-8.9	4.1
C[C@H]1CN([C@@H](C)CO)C(=O)Cc2cc(NC(=O)c3ccncc3)ccc2O[C@H]1CN(C)S(=O)(=O)c1ccccc1	-4.3	-0.1
COc1ccc(S(=O)(=O)Nc2ccc3c(c2)CC(=O)N([C@@H](C)CO)C[C@H](C)[C@H](CN(C)Cc2ccc(Oc4ccccc4)cc2)O3)cc1	19.0	-19.1
Cc1ccc(S(=O)(=O)Nc2ccc3c(c2)C(=O)N([C@H](C)CO)C[C@H](C)[C@@H](CN(C)S(=O)(=O)c2ccccc2)O3)cc1	3.0	-3.3
C[C@@H]1CN([C@@H](C)CO)C(=O)Cc2cc(NS(=O)(=O)c3cccs3)ccc2O[C@@H]1CN(C)C(=O)Nc1ccc2c(c1)OCO2	2.0	0.0
C[C@@H]1CN([C@H](C)CO)C(=O)c2cccc(NC(=O)C3CCCCC3)c2O[C@H]1CN(C)S(=O)(=O)c1ccccc1	25.3	-1.7
C[C@@H]1CN([C@H](C)CO)C(=O)c2cccc(NC(=O)Nc3ccc(F)cc3)c2O[C@H]1CN(C)Cc1ccc(C(=O)O)cc1	-8.4	11.3
C[C@H]1CN([C@@H](C)CO)C(=O)Cc2cc(NS(=O)(=O)c3cn(C)cn3)ccc2O[C@@H]1CN(C)Cc1ccc(-c2ccccc2)cc1	-14.4	-1.1
C[C@H](CO)N1C[C@H](C)[C@@H](CN(C)Cc2ccc(Oc3ccccc3)cc2)Oc2c(NC(=O)Nc3ccc(C(F)(F)F)cc3)cccc2C1=O	?	-74.4
C[C@@H]1CN([C@H](C)CO)C(=O)Cc2cc(NC(=O)Cn3cnnn3)ccc2O[C@H]1CN(C)S(C)(=O)=O	-25.7	4.4
COc1ccc(NC(=O)Nc2cccc3c2O[C@H](CN(C)Cc2ccc(Oc4ccccc4)cc2)[C@H](C)CN([C@H](C)CO)C3=O)cc1	17.8	-25.2
C[C@H]1CN([C@@H](C)CO)C(=O)c2cc(NC(=O)Cc3cn(C)c4ccccc34)ccc2O[C@@H]1CN(C)S(=O)(=O)c1ccc(F)cc1	17.7	3.6
Cc1noc(C)c1NC(=O)N(C)C[C@H]1Oc2ccc(NC(=O)NC(C)C)cc2C(=O)N([C@@H](C)CO)C[C@@H]1C	-11.9	4.6

Overlap with the part before: 2 compounds; new compounds follow.
SMILES	T cruzi HTS	INS-1E rescue
C[C@H]1CN([C@@H](C)CO)C(=O)c2cc(NC(=O)Cc3cn(C)c4ccccc34)ccc2O[C@@H]1CN(C)S(=O)(=O)c1ccc(F)cc1	17.7	3.6
Cc1noc(C)c1NC(=O)N(C)C[C@H]1Oc2ccc(NC(=O)NC(C)C)cc2C(=O)N([C@@H](C)CO)C[C@@H]1C	-11.9	4.6
O=C(NO)c1cccc(C(=O)N/N=C/c2ccccn2)c1	-11.7	2.7
COc1ccc(CN(C)C[C@H]2OCCCC[C@@H](C)Oc3ccc(NC(=O)Nc4ccc(OC)cc4)cc3C(=O)N([C@H](C)CO)C[C@@H]2C)cc1	-12.2	-13.7
Cc1ccc(S(=O)(=O)N(C)C[C@@H]2Oc3ccc(NS(C)(=O)=O)cc3CC(=O)N([C@H](C)CO)C[C@H]2C)cc1	-6.2	4.8
CC(C)NC(=O)Nc1cccc2c1O[C@@H](CN(C)C(=O)Nc1ccc(C(F)(F)F)cc1)[C@@H](C)CN([C@H](C)CO)C2=O	30.4	0.5
CNC[C@@H]1Oc2ccc(NC(=O)Nc3ccc4c(c3)OCO4)cc2CC(=O)N([C@@H](C)CO)C[C@@H]1C	-6.6	-4.5
Cc1cc(C(=O)Nc2cccc3c2O[C@H](CN(C)Cc2ccc(-c4ccccc4)cc2)[C@@H](C)CN([C@H](C)CO)C3=O)n(C)n1	56.5	-36.7
C[C@@H]1CN([C@@H](C)CO)C(=O)c2cc(NC(=O)Nc3ccc(C(F)(F)F)cc3)ccc2O[C@H]1CN(C)C(=O)Nc1ccccc1	12.8	-13.9
C[C@@H]1CN([C@H](C)CO)C(=O)CCCn2nncc2CO[C@@H]1CN(C)Cc1ccc2c(c1)OCCN2C	-6.8	·
CNC[C@H]1Oc2ccc(NS(=O)(=O)c3c(C)noc3C)cc2CC(=O)N([C@@H](C)CO)C[C@H]1C	-4.5	9.0
COc1ccc(NC(=O)N(C)C[C@@H]2Oc3c(NS(=O)(=O)c4cccs4)cccc3C(=O)N([C@H](C)CO)C[C@H]2C)cc1	-7.9	4.4
C[C@H]1CN([C@@H](C)CO)C(=O)c2cccc(NC(=O)Nc3ccccc3)c2O[C@H]1CN(C)C(=O)Nc1ccc2c(c1)OCO2	51.2	8.9
Cc1noc(C)c1NC(=O)N(C)C[C@@H]1Oc2ccc(NC(=O)CCC(F)(F)F)cc2CC(=O)N([C@H](C)CO)C[C@@H]1C	-15.0	-3.9

Four entries from above, in markdown.
| canonical_smiles | T cruzi HTS | INS-1E rescue |
| --- | --- | --- |
| CC(C)NC(=O)Nc1cccc2c1O[C@@H](CN(C)C(=O)Nc1ccc(C(F)(F)F)cc1)[C@@H](C)CN([C@H](C)CO)C2=O | 30.4 | 0.5 |
| C[C@H]1CN([C@@H](C)CO)C(=O)c2cccc(NC(=O)Nc3ccccc3)c2O[C@H]1CN(C)C(=O)Nc1ccc2c(c1)OCO2 | 51.2 | 8.9 |
| Cc1ccc(S(=O)(=O)N(C)C[C@@H]2Oc3ccc(NS(C)(=O)=O)cc3CC(=O)N([C@H](C)CO)C[C@H]2C)cc1 | -6.2 | 4.8 |
| O=C(NO)c1cccc(C(=O)N/N=C/c2ccccn2)c1 | -11.7 | 2.7 |

Remaining list, next part:
SMILES	T cruzi HTS	INS-1E rescue
C[C@@H]1CN([C@@H](C)CO)C(=O)c2cccc(NC(=O)C3CCOCC3)c2O[C@@H]1CN(C)C(=O)Nc1ccc(C(F)(F)F)cc1	-13.8	10.8
COc1ccc(CN(C)C[C@@H]2Oc3ccc(NC(=O)c4ccncc4)cc3C(=O)N([C@H](C)CO)C[C@H]2C)cc1	4.2	6.5
C[C@@H]1CN([C@@H](C)CO)C(=O)c2cc(NC(=O)CCCN(C)C)ccc2O[C@@H]1CN(C)S(=O)(=O)c1cn(C)cn1	-4.1	10.3
C[C@H]1CN([C@@H](C)CO)C(=O)c2cccc(NS(=O)(=O)c3cn(C)cn3)c2O[C@H]1CN(C)C(=O)Nc1cccc2ccccc12	5.3	6.1
CCCN(C)C[C@@H]1OCc2cnnn2CCCC(=O)N([C@@H](C)CO)C[C@@H]1C	1.8	4.0
C[C@H]1CN([C@@H](C)CO)C(=O)Cc2cc(NC(=O)CCN3CCOCC3)ccc2O[C@@H]1CN(C)Cc1ccncc1	-10.2	9.8
C[C@H](CO)N1C[C@H](C)[C@@H](CN(C)S(=O)(=O)c2ccc(F)cc2)Oc2ccc(NS(=O)(=O)c3cn(C)cn3)cc2C1=O	-7.1	-3.3
CC(C)NC(=O)Nc1ccc2c(c1)C(=O)N([C@H](C)CO)C[C@@H](C)[C@@H](CN(C)C(=O)Nc1ccccc1)O2	-12.3	0.7
C[C@H]1CN([C@@H](C)CO)C(=O)Cc2cc(NS(=O)(=O)c3ccccc3)ccc2O[C@H]1CN(C)S(=O)(=O)c1cn(C)cn1	-15.9	9.4
C[C@@H]1CCCCO[C@H](CN(C)C(=O)NC2CCCCC2)[C@@H](C)CN([C@H](C)CO)C(=O)c2cc(NC(=O)CCC(F)(F)F)ccc2O1	-3.9	1.9
COc1ccc(S(=O)(=O)N(C)C[C@@H]2Oc3ccc(NS(=O)(=O)c4ccccc4)cc3C(=O)N([C@H](C)CO)C[C@H]2C)cc1	-5.4	-3.8
C[C@@H]1CN([C@H](C)CO)C(=O)c2cc(NC(=O)CCCCCC(=O)Nc3ccccc3N)ccc2O[C@@H]1CN(C)C(=O)NC1CCCCC1	-0.7	-11.9
C[C@@H]1CN([C@H](C)CO)C(=O)c2cccc(NS(=O)(=O)c3ccc(F)cc3)c2O[C@H]1CN(C)Cc1ccc(C(=O)O)cc1	-40.6	5.1
C[C@@H]1CN([C@@H](C)CO)C(=O)Cc2cc(NC(=O)Nc3ccc4c(c3)OCO4)ccc2O[C@@H]1CN(C)Cc1ccc(C(F)(F)F)cc1	67.7*	-7.9
O=C(NO)c1ccc(C(=O)N/N=C/c2ccc(CO)o2)cc1	-12.2	9.2
C[C@H]1CN([C@@H](C)CO)C(=O)c2cc(NS(=O)(=O)c3cn(C)cn3)ccc2O[C@H]1CN(C)C(=O)Nc1ccccc1	10.4	14.0
Cc1noc(C)c1S(=O)(=O)N(C)C[C@H]1Oc2ccc(NC(=O)Nc3ccc(C(F)(F)F)cc3)cc2CC(=O)N([C@@H](C)CO)C[C@H]1C	65.8*	1.0
CC(C)NC(=O)N(C)C[C@H]1Oc2ccc(NC(=O)Cc3cn(C)c4ccccc34)cc2C(=O)N([C@@H](C)CO)C[C@@H]1C	-1.1	4.6
C[C@@H]1CCCCO[C@H](CN(C)C(=O)C2CCCCC2)[C@@H](C)CN([C@H](C)CO)C(=O)c2cc(NC(=O)Nc3ccc4c(c3)OCO4)ccc2O1	5.5	1.8
C[C@@H]1CN([C@@H](C)CO)C(=O)c2cc(NC(=O)Cc3cn(C)c4ccccc34)ccc2O[C@H]1CN(C)C(=O)Nc1ccccc1	4.5	7.2
C[C@@H]1CN([C@H](C)CO)C(=O)Cc2cc(NC(=O)CCN3CCOCC3)ccc2O[C@@H]1CN(C)C(=O)Nc1ccc(C(F)(F)F)cc1	-19.2	-8.4
C[C@@H]1CN([C@H](C)CO)C(=O)Cc2cc(NC(=O)Cc3cn(C)c4ccccc34)ccc2O[C@H]1CN(C)Cc1ccc(C(F)(F)F)cc1	63.3*	3.0
